PGK inhibitor – inhibitors of T. brucei phosphoglycerate kinase | P07378 | 380,000 compounds, 0.043% hits | Potency, µM (doses to about 57.5 µM), without a hit: top-dose activity change, negative = inhibition, actives largely listed as inhibitors | PGK/GAPDH coupled, Kinase-Glo luminescence, 60 min; further: potency means the concentration at half of the fitted maximal effect; on the % scale 0 is the no-effect control and ±100 the full control effect; nearly all actives have a fitted effect of over 60% in size
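Luminescent ATP detection (Kinase-Glo Plus) follows a 60-minute room-temperature incubation, with wells lacking PGK as controls. Buffer: 100 mM TEA (pH 7.6), 5 mM MgCl2, 0.01% Tween-20. Coupling enzyme GAPDH (100 nM final) supplies unstable 1,3-BPG in-well.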
rTrxR1 inhibitor – blocks rat thioredoxin reductase 1 | O89049 | recombinant rTrxR1, NADPH fluorescence consumption, selenite substrate | Potency, µM (doses to about 114 µM), inactives show top-dose activity change, negative = inhibition, actives largely listed as inhibitors | 390,000 compounds, 1% hits | AID 588453; further: potency means the concentration at half of the fitted maximal effect; on the % scale 0 is the no-effect control and ±100 the full control effect; nearly all actives have a fitted effect of over 65% in size
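Rat TrxR1 (90 nM in the dispensed reagent) was pre-reduced with 400 uM NADPH for 5 min at room temperature, then incubated with compound for 15 min. After 400 uM selenite was added, NADPH fluorescence (Ex 340/Em 450 nm) was followed for 8 min.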
TrxR1 substrate – rat thioredoxin reductase 1 substrate activity | O89049 | purified TrxR1 substrate turnover, NADPH consumption readout | Potency, µM (highest dose often 114 µM), without a hit: at the top dose activity change, negative = substrate turnover | 390,000 compounds, 0.01% hits | AID 588456; further: potency means the concentration at half of the fitted maximal effect; on the % scale 0 is the no-effect control and ±100 the full control effect; nearly all actives have a fitted effect of over 50% in size
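Rat TrxR1, dispensed at 90 nM, was prereduced with 400 uM NADPH (final) for 5 min at ~22 deg C, then incubated with compound 15 min before 400 uM selenite. A first-read NADPH fluorescence drop versus no-compound background flagged substrates.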
Pin1 inh – blocks the human prolyl isomerase Pin1; 390,000 compounds, 0.009% hits; Q13526; AID 504891; Pin1 FP peptide displacement, HiFluor488, 10 min; Potency, µM (doses to about 115 µM), without a hit: at the top dose activity, negative = inhibition, actives largely listed as inhibitors; active means well fitted inhibition curve with a large enough effect in the polarisation, with a control signal flat, not every such curve was filed as active; inconclusive means small, poorly fitted or top-dose-only effect, or effect the other way, or a change in a side signal; inactive means no such curve, though single readings can be large or run the other way; the % refers to the polarisation; further: potency means the concentration at half of the fitted maximal effect; on the % scale 0 is the no-effect control and ±100 the full control effect
Target sequence (Q13526 whole entry, looked up): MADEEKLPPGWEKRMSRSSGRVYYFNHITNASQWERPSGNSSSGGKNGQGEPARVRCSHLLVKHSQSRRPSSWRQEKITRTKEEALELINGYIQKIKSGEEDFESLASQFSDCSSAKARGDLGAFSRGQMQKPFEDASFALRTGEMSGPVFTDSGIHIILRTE
USP1 inh – blocks the human USP1/UAF1 deubiquitinase complex; AID 743255; O94782; recombinant USP1/UAF1, Ub-Rhodamine cleavage fluorescence; Potency, µM (titrated, usually from 57.1 µM), for the others: top-dose activity change, negative = inhibition, most hits filed as inhibitors; 390,000 compounds, 0.23% hits; further: potency means the concentration at half of the fitted maximal effect; on the % scale 0 is the no-effect control and ±100 the full control effect; nearly all actives have a fitted effect of over 60% in size; inactives centre near -12
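In this screen, compounds sit with the deubiquitinase complex (1nM) for 15 min at room temperature before Ub-Rho is added at 150nM final. Fluorescence rise is then followed for 6 reads every 60 seconds.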
mIDH1 inhibitor – blocks human mutant IDH1 R132H enzyme; O75874; IDH1-R132H enzyme, NADPH consumption, diaphorase/resazurin fluorescence; Potency, µM (doses to about 76.6 µM), inactives show at the top dose activity change, negative = inhibition, most hits filed as inhibitors; 390,000 compounds, 0.093% hits; AID 602179; further: potency means the concentration at half of the fitted maximal effect; on the % scale 0 is the no-effect control and ±100 the full control effect; nearly all actives have a fitted effect of over 65% in size
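IDH1-R132H (0.5 ug/mL dispensed) in pH 7.5 Tris buffer was preincubated 30 min with compound, then given a substrate mix of 0.016 mM NADPH and 2 mM alpha-KG for 80 min at room temperature; remaining NADPH was read by diaphorase/resazurin fluorescence.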
PI4K2A inh – inhibitors of human PI4K2A. purified PI4K2A, ADP-Glo luminescence, 1 h; stronger effect = lower value. activity change, negative = inhibition, % at 76.9 µM. 420,000 compounds, 0.13% hits. AID 1346378; in the data active means activity change below about -50%; inconclusive means mostly about -30% to -49%;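 further: -100% = wells without enzyme as full effect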
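PI4K2A activity was measured by ADP-Glo luminescence: enzyme (4 ug/mL stock) and phosphatidylinositol (1.2 mM stock) in Tris pH 7.5/MgCl2/EGTA/Triton X-100 buffer were reacted with ATP (300 microM stock) for one hour at ambient temperature.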
GLS inhibitor – blocks human kidney-isoform glutaminase activity; AID 624170; GLS enzymatic activity, qHTS titration; 410,000 compounds, 0.21% hits; O94925; Potency, µM (doses to about 45.5 µM), for inactives: top-dose activity change, negative = inhibition, usual class: inhibitors; further: potency means the concentration at half of the fitted maximal effect; on the % scale 0 is the no-effect control and ±100 the full control effect
Target sequence (O94925 whole entry, looked up, canonical isoform): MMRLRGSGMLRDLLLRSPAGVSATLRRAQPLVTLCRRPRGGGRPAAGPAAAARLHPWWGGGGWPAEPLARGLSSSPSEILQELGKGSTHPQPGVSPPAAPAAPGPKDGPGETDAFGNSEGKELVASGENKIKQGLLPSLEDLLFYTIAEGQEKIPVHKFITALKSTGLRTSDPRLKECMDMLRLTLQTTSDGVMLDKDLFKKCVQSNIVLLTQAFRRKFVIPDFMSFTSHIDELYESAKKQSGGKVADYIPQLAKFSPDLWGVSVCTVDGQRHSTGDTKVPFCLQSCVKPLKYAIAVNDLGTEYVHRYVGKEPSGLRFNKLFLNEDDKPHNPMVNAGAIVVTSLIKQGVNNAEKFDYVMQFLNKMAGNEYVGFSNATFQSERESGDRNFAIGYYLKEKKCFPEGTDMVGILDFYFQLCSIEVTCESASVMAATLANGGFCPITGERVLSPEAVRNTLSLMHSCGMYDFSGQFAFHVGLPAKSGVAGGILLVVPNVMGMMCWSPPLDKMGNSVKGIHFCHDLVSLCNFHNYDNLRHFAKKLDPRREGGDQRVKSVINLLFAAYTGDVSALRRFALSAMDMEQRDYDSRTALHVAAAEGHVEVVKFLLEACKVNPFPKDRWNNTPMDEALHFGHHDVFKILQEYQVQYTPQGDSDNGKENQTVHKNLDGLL
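Two-point fluorescence kinetic (t0, 30 min RT) for hKGA; glutamate detected via glutamate oxidase–HRP–Amplex Red. Substrate: 1 mM L-glutamine solution; buffer 45 mM KH2PO4, pH 8.2.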
HP1b binding inh – inhibitors of HP1-beta chromodomain binding to methylated histone tails; P83916; AlphaScreen HP1-beta / biotin-H3K9me3 peptide binding; Potency, µM (highest dose often 114 µM), for the others: at the highest dose activity change, negative = inhibition, actives largely listed as inhibitors; 390,000 compounds, 0.56% hits; AID 540317; further: potency means the concentration at half of the fitted maximal effect; nearly all actives have a fitted effect of over 70% in size; inactives centre near 23
Target sequence (P83916 whole entry, looked up): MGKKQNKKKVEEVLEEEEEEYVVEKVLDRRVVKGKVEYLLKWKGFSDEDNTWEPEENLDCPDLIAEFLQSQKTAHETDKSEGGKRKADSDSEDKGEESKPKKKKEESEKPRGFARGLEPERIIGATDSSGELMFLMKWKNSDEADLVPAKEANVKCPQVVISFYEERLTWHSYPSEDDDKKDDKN
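AlphaScreen: HP1-beta (50 nM) preformed 30 min with biotin-H3(1-18)K9me3 peptide (50 nM) in PBS pH 7.4, 0.01% Tween-20. Compound added for 30 min at RT, then streptavidin donor/nickel chelate acceptor beads (10 ug/mL) for 30 min.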
* marks the source's active call; other numbers are inactive results; i = inactive; ? = inconclusive; nt = not tested or not shown; & = joins results of further samples; [ ] = another dose, or the depositor's remark. Unless noted, the call rests on the fitted dose curve; in most records, active means well fitted curve in the direction sought with a large enough effect; inconclusive means small, poorly fitted or top-dose-only effect, or another doubt; inactive means no such curve, though single readings can be large; an effect the other way counts as inactive or inconclusive. Some of the compounds tested (hit frequency here may not be typical).

no.	Compound	PGK inhibitor	rTrxR1 inhibitor	TrxR1 substrate	Pin1 inh	USP1 inh
1	CCN1CCN(c2ccc(S(=O)(=O)N3CCCCC3)cc2NC(=O)c2cccc(C)c2[N+](=O)[O-])CC1	4%	4%[57.1 µM]	2%[57.1 µM]	4%	-14%
2	C[C@H](CO)N1C[C@H](C)[C@@H](CN(C)S(=O)(=O)c2ccc(F)cc2)Oc2ccc(NC(=O)Nc3ccc(C(F)(F)F)cc3)cc2C1=O	-6%	19%	4%	2%	?
3	CCNC(=S)NNC(=O)c1csc2c1CCC(C)C2 (centres undefined)	-1%	-12%	-3%	6%	-6%
4	NS(=O)(=O)c1cccc(NC(=O)CC(NC(=O)c2ccccc2Cl)c2ccccc2)c1 (centres undefined)	-5%	13%[57.1 µM]	3%[57.1 µM]	-1%	-17%
5	CCc1c(-c2ccccc2)nc(N)c(C#N)c1-c1cccs1	-3%	2%	1%	?	-3%
6	COc1cc(C(=O)OCC(=O)c2c(N)n(C)c(=O)n(C)c2=O)ccc1OCCC(C)C	i	26%[57.1 µM]	7%[57.1 µM]	1%	?
7	CC(=O)N1CCN(c2ccc([N+](=O)[O-])c(NCc3cccnc3)c2)CC1	0%	-11%[57.1 µM]	-3%[57.1 µM]	11%	-15%
8	Cc1ccccc1OCC(O)CN1CCN(CCN2C(=O)c3cccc4cccc(c34)C2=O)CC1 (centres undefined)	i	-2%	2%	-5%	-22%
9	Cc1ccc(NC(=O)CSc2nc(=O)n(CCCN3CCOCC3)c3c2CCCC3)c(C)c1	0%	2%	7%	2%	-6%
10	COC(=O)c1ccccc1NC(=O)CN1CCC(n2nnc3cc(F)ccc32)CC1	-3%	47%[activator][57.1 µM]	12%[57.1 µM]	2%	-13%
11	CCCCNCCOCCOc1ccc(C)cc1[N+](=O)[O-]	5%	-5%	-1%	-10%	-11%
12	O=C1CCCN1CCC1CCN(C2CC(=O)N(c3ccc(F)cc3)C2=O)CC1 (centres undefined)	nt	?	6%	0%	4%
13	COc1ccc(C2(C(=O)Nc3ccc(OC)cc3OC)CCCC2)cc1	-4%	18%[57.1 µM]	-3%	0%	-3%
14	Nc1ccc(S(=O)(=O)Nc2ccc(S(N)(=O)=O)cc2)cc1	-4%	25%	10%	2%	-1%
15	NC(=O)C1CCCN(C(=O)CN2C(=O)NC(c3ccccc3)(c3ccccc3)C2=O)C1 (centres undefined)	6%	1%[57.1 µM]	-1%[57.1 µM]	3%	-19%

no.	mIDH1 inhibitor	PI4K2A inh	GLS inhibitor	HP1b binding inh
1	-11%	1	5%	-2%
2	11%	0	-3%	29%
3	1%	-2	-6%	49%[activator]
4	-3%	2	-15%	29%
5	-6%	8	5%	19%
6	9%	-2	1%	6%
7	12%	17	1%	0%
8	2%	-5	13%	-24%
9	3%	3	3%	22%
10	2%	-6	4%	14%
11	1%	8	1%	?
12	7%	4	9%	44%
13	2%	1	2%	5%
14	7%	2	13%	-3%
15	-3%	-3	-1%	25%

Following part.
no.	Compound	PGK inhibitor	rTrxR1 inhibitor	TrxR1 substrate	Pin1 inh	USP1 inh
16	O=S(=O)(c1ccc(-c2nc3ccccc3s2)cc1)N1CCCC1	-12%	11%	7%	-12%	-10%
17	O=C(CSc1nnc(CNc2ccccc2)o1)N1CCc2ccccc21	2%	8%	4%	4%	-8%
18	COc1ccc(NC(=O)c2cccc(S(=O)(=O)N3CCOCC3)c2)cn1	14%	-9%	-5%	?	-6%
19	O=C(Nc1cccc(Cl)c1)Nc1nc(-c2ccccc2)cs1	-10%	3%	-4%	13%	-22%
20	CSCC[C@H](NC(=O)C1CCN(S(=O)(=O)c2ccc(C)cc2)CC1)C(=O)NCC1CCCO1 (some centres undefined)	-8%	6%	-6%	-3%	-13%
21	O=C(Nc1cccc2c1CCCC2)C1CCN(c2nnnn2-c2ccccc2)CC1	4%	5%	-4%	?	-2%
22	CCCc1ccc2oc(C(=O)N(Cc3nccn3C)C(C)C)c(C)c2c1	i	19%	3%	-5%	-19%
23	Cc1cccc(N(C(=O)Cn2nnc(-c3ccccc3F)n2)C(C(=O)NC(C)(C)C)c2ccncc2)c1 (centres undefined)	3%	30%	7%	3%	-26%
24	COc1cccc(-c2nnc(SCc3nc4ccccc4[nH]3)n2N)c1	i	-3%[57.1 µM]	1%[57.1 µM]	3%	-7%
25	C[C@@H]1C[C@H]2[C@@H]3CCC4=CC(=O)C=C[C@]4(C)[C@@]3(F)[C@@H](O)C[C@]2(C)[C@H]1C(=O)CO	i	22%	5%	-2%	-16%
26	CCCSc1nc2c(c(=O)n1-c1ccc(OCC)cc1)SCC2	6%	-10%	-8%	5%	-10%
27	O=C(NCc1ccccc1Cl)[C@@H]1CCCN1S(=O)(=O)c1ccc(Cl)cc1	-4%	4%[57.1 µM]	-3%	2%	-1%
28	COc1cc(CO)cc(-c2cc(CO)cc(OC)c2OC)c1OC	9%	11%[57.1 µM]	13%[57.1 µM]	-1%	-6%
29	Cc1cccc(NC2=CC(=O)CC(C)(C)C2)c1C	2%	-4%	-10%	-12%	-3%
30	Cc1ccc(OCC(=O)N2CCCCC2C)c([N+](=O)[O-])n1 (centres undefined)	-4%	12%	2%	-10%	-20%

no.	mIDH1 inhibitor	PI4K2A inh	GLS inhibitor	HP1b binding inh
16	3%	-2	-1%	16%
17	-2%	3	0%	26%
18	15%	-24	10%	21%
19	-3%	-5	-1%	32%
20	0%	1	-8%	31%
21	-2%	-2	-2%	39%[activator]
22	2%	-2	1%	40%[activator]
23	3%	-1	-5%	37%
24	0%	0	0%	16%
25	7%	0&-2	8%&-1%	52%[activator]
26	-3%	-2	-14%	7%
27	0%	1	-7%	48%[activator]
28	2%	0	0%	28%
29	-3%	0	7%	28%
30	0%	-2	2%	34%

Entries shown so far containing an aryl thioether with sulfur outside any ring (four):
no.	Compound	PGK inhibitor	rTrxR1 inhibitor	TrxR1 substrate	Pin1 inh	USP1 inh
9	Cc1ccc(NC(=O)CSc2nc(=O)n(CCCN3CCOCC3)c3c2CCCC3)c(C)c1	0%	2%	7%	2%	-6%
17	O=C(CSc1nnc(CNc2ccccc2)o1)N1CCc2ccccc21	2%	8%	4%	4%	-8%
24	COc1cccc(-c2nnc(SCc3nc4ccccc4[nH]3)n2N)c1	i	-3%[57.1 µM]	1%[57.1 µM]	3%	-7%
26	CCCSc1nc2c(c(=O)n1-c1ccc(OCC)cc1)SCC2	6%	-10%	-8%	5%	-10%

no.	mIDH1 inhibitor	PI4K2A inh	GLS inhibitor	HP1b binding inh
9	3%	3	3%	22%
17	-2%	3	0%	26%
24	0%	0	0%	16%
26	-3%	-2	-14%	7%

Following part
no.	Compound	PGK inhibitor	rTrxR1 inhibitor	TrxR1 substrate	Pin1 inh	USP1 inh
31	Cc1ccn(CC(=O)N2N=C(C(F)F)CC2(O)C(F)F)n1 (centres undefined)	i	-7%	-2%	0%	-16%
32	CC1(C)CC2(CCCN(CC(O)(c3ccccc3)c3ccccc3)C2)CCO1 (centres undefined)	i	-2%	-1%	-2%	-22%
33	CC1(C)Cc2ccccc2-c2nc(-c3ccccc3)oc(=O)c21	1%	2%[57.1 µM]	6%[57.1 µM]	4%	-7%
34	Cc1cc(C(=O)OCC(=O)NCc2ccco2)c(C)o1	i	19%[57.1 µM]	7%[57.1 µM]	-11%	6%
35	O=[N+]([O-])c1ccccc1N(S(=O)(=O)c1ccccc1)S(=O)(=O)c1ccccc1	-10%	23%[57.1 µM]	-10%	2%	-9%
36	Cc1c(C(=O)OCC(=O)N2CC(C)OC(C)C2)oc2ccc(Br)cc12 (centres undefined)	-7%	22%	8%	-1%	-22%
37	COc1ccccc1C(=O)Nc1ccc(S(=O)(=O)Nc2cnc3ccccc3n2)cc1	-1%	12%	5%	-4%	-22%
38	CCc1cc(CNC(=O)C2CCC(=O)N(CCc3ccc(OC)cc3)C2)on1 (centres undefined)	1%	-11%	-6%	-16%	-7%
39	CNc1ncc(C(=O)c2ccc(F)cc2)s1	14%	-9%[57.1 µM]	-9%[57.1 µM]	0%	-17%
40	O=C(NCc1cccnc1)c1ccc(Cl)cc1[N+](=O)[O-]	-1%	22%	10%	-8%	-14%

no.	mIDH1 inhibitor	PI4K2A inh	GLS inhibitor	HP1b binding inh
31	5%	0	-1%	34%
32	13%	-4	2%	46%[activator]
33	-3%	-3	3%	68%[activator]
34	7%	-2	12%	?
35	0%	1	-1%	-5%
36	6%	4	-5%	32%
37	3%	-1	0%	28%
38	5%	3	21%	36%[activator]
39	-8%	-2	4%	-2%
40	5%	-6	-1%	41%[activator]

Assay outcomes deposited in PubChem by National Center for Advancing Translational Sciences (NCATS).
